Assay outcomes (PubChem BioAssay)
TSHR antag: antagonists of human thyroid stimulating hormone receptor; P16473; TSHR-expressing cells, TSH-stimulated cAMP HTRF, 2 h; hits give low values; activity change, negative = inhibition, % at 11.5 µM; 330,000 compounds, 0.2% hits;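 active = activity change below a set negative limit, meaning inhibition stronger than a set level, cut at about -70% in these data; inconclusive = activity change between two set negative limits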; also: % is scaled to controls: 0 for no effect and ±100 for the full control effect
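TSHR-expressing cells were treated with compounds, then stimulated with TSH at EC80 (4nM final) for 2 hours at 37 deg C. Cellular cAMP was measured by HTRF competition between lysate cAMP and cAMP-d2 for a cryptate-labelled anti-cAMP antibody.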
A-T KAP1 phos: potential ataxia-telangiectasia treatments restoring KAP-1 phosphorylation. 320,000 compounds, 0.19% hits. Potency, µM (series often up to 57.5 µM), for inactives: top-dose activation, hits mostly activators. […] A-T fibroblasts, KAP-1 phosphorylation AlphaLISA; neocarzinostatin DNA damage 30 min before lysis; also: potency is read from the fitted curve at half-maximal effect; % of control where 0% means no effect; nearly all actives have a fitted effect of over 45% in size
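ATM-like activity read as KAP-1 phosphorylation via AlphaLISA donor/acceptor antibody pairs after lysis and 6 hr at 25C. Cells were ATM-null patient fibroblasts ([…], hTERT), dosed 60 min, then exposed to the DSB inducer NCS for 30 min.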
S-ASM inh: human S-ASM enzyme inhibition; P17405; placental ASM, HMU-PC fluorogenic substrate, 60 min; Potency, µM (doses to about 57.5 µM), for the others: at the top dose activity change, negative = inhibition, most hits filed as inhibitors; 340,000 compounds, 0.006% hits; AID 504937; also: potency is read from the fitted curve at half-maximal effect
Target sequence (P17405 47-631 limits assumed): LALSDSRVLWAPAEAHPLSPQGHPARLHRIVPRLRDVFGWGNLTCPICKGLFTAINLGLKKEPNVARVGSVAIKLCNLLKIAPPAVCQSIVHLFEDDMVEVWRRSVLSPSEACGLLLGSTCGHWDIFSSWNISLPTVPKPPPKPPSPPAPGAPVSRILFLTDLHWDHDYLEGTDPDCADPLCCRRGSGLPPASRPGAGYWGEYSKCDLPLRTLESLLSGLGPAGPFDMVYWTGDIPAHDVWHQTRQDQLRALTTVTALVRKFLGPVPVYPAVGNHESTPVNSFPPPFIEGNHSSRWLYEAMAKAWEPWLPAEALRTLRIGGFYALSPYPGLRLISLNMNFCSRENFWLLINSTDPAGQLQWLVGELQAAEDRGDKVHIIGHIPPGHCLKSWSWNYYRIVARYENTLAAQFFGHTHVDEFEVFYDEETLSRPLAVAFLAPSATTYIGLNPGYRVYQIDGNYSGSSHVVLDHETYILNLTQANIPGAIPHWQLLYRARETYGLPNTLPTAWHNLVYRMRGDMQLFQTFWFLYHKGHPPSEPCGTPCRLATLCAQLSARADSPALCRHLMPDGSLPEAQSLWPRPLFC
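Fluorogenic HMU-PC substrate (9 uM final) is turned over by placental ASM in 60 min at 37 C after a 10 min compound preincubation. Reaction ended by alkaline stop (pH 10), with fluorescence read at 386/447 nm.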
Integrin act MD: activators of alpha7 integrin expression for muscular dystrophy; AID 624291; Potency, µM (series often up to 38.3 µM), inactives show at the highest dose activation, usual class: activators; 350,000 compounds, 0.064% hits; alpha7betagal myoblasts, beta-gal FDG fluorescence, 48 h;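 also: potency is read from the fitted curve at half-maximal effect; 100% = response of the positive control SU9516; nearly all actives have a fitted effect of over 60% in size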
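Alpha7betagal+/- myoblasts (passage 13) were plated 16-24 hr, then exposed to compounds (1:260 dilution of DMSO stock) for 48 hours at 37C. After MPER lysis, β-galactosidase reporter activity was read as FDG fluorescence (ex 480/em 540) after 30 minutes.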
PTAP TSG101 blk: blocks PTAP/TSG101 interaction to inhibit HIV-1 budding. Q99816. Fluorescence polarization, FITC-PTAP peptide / Tsg101 binding. Potency, µM (titrated, usually from 115 µM), for the others: at the highest dose activity change, negative = inhibition, hits mostly inhibitors. 340,000 tested, under 10 active. AID 493005; active = well fitted inhibition curve with a large enough effect in the main read-out, with a control signal flat, not every such curve was filed as active; inconclusive = small, poorly fitted or top-dose-only effect, or effect the other way, or a change in a side signal; inactive = no such curve, though single readings can be large or run the other way; also: potency is read from the fitted curve at half-maximal effect; % of control where 0% means no effect
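Fluorescence polarization binding of Tsg101 binding domain (10 uM final) to FITC-labeled PTAP peptide (50 nM final) in HEPES pH 7.5 buffer with NaCl, Tween 20, EDTA, TCEP. Compounds added before peptide; binding 20 min at RT.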
Chronic BCR inh: inhibitors of chronic active B-cell receptor signaling | ABC-DLBCL IkBa-CBG/CBR reporter, luminescence ratio, 4 h | Potency, µM (titrated, usually from 46.1 µM), without a hit: top-dose ratio change, negative = lower green/red ratio, usual class: inhibitors | 340,000 compounds, 0.05% hits | AID 493014; active = well fitted inhibition curve with a large enough effect in the signal ratio, with a control signal flat, not every such curve was filed as active; inconclusive = small, poorly fitted or top-dose-only effect, or effect the other way, or a change in a side signal; the % refers to the signal ratio;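 also: potency is read from the fitted curve at half-maximal effect; plate controls were basal doxycycline-induced cells for no effect and cells given 10 µM MG132 for full effect; MG132 reads +100%, hits lower the ratio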
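Cell line TMD8 (human ABC DLBCL), stably expressing tet-inducible CBG68-IkBa fusion and CBR; IMDM/0.5% FBS; cpd up to 46 uM; dox induction, 4 h, 37C/5% CO2; dual luminescence; green/red ratio; MG132 control.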
TCR activator: activates T cell receptor signaling. primary human leukocytes, anti-CD3, IL-2 HTRF, 48 h. Potency, µM (doses to about 9.22 µM), for inactives: at the highest dose activation of IL-2 secretion, usual class: activators. 330,000 tested, under 10 active. AID 504894; also: % of control where 0% means no effect
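Primary human leukocytes were stimulated with a-CD3 beads plus compounds for 48 hr without co-stimulation; secreted IL-2 was quantified by HTRF using a-IL-2-K (europium cryptate) and a-IL-2-d2, excited at 320nm with acceptor emission read at 665nm.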
Mito fusion yeast: mitochondrial division inhibition or fusion activation | Potency, µM (doses to about 46.1 µM), for inactives: top-dose growth rescue (activation), most hits filed as activators | S. cerevisiae fusion-defective mutant growth rescue, CellTiterGlo 48 h | 320,000 compounds, 0.23% hits;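 also: potency is read from the fitted curve at half-maximal effect; % of control where 0% means no effect; nearly all actives have a fitted effect of over 45% in size; temperature-sensitive fusion mutants such as fzo1-1 at 37 °C on non-fermentable ethanol glycerol medium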
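Read-out: ATP-based luminescence (CellTiterGlo, 10 min ambient) reporting growth of fusion-defective ts yeast after 48 hours at 37C on glycerol/ethanol YPEG medium in the presence of compound.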
Tb PFK block: blocks T. brucei phosphofructokinase; O15648; T. brucei PFK, ADP-Glo luminescence; Potency, µM (top dose mostly 57.5 µM), inactives show top-dose activity, negative = inhibition, most hits filed as inhibitors; 330,000 compounds, 0.17% hits; AID 485367;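 also: potency is read from the fitted curve at half-maximal effect; 0% = uninhibited 1x PFK enzyme wells and -100% = no-enzyme wells; nearly all actives have a fitted effect of over 60% in size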
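Luminescent ADP detection (ADP-Glo, two-step: ATP depletion then ADP-to-ATP conversion for luciferase) reported PFK activity after 45 min room-temperature reaction of 1.25 nM enzyme with 0.5 mM F6P and 0.1 mM ATP at pH 8.0.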
Eya2 phos inh: inhibitors of human Eya2 phosphatase activity; AID 488837; O00167; Potency, µM (doses to about 76.9 µM), without a hit: at the highest dose activity, negative = inhibition, actives largely listed as inhibitors; recombinant Eya2, OMFP fluorescence dephosphorylation (OMFP is methylfluorescein phosphate); 330,000 compounds, 0.006% hits; also: potency is read from the fitted curve at half-maximal effect; % is scaled to controls: 0 for no effect and ±100 for the full control effect
Target sequence (O00167 whole entry, looked up): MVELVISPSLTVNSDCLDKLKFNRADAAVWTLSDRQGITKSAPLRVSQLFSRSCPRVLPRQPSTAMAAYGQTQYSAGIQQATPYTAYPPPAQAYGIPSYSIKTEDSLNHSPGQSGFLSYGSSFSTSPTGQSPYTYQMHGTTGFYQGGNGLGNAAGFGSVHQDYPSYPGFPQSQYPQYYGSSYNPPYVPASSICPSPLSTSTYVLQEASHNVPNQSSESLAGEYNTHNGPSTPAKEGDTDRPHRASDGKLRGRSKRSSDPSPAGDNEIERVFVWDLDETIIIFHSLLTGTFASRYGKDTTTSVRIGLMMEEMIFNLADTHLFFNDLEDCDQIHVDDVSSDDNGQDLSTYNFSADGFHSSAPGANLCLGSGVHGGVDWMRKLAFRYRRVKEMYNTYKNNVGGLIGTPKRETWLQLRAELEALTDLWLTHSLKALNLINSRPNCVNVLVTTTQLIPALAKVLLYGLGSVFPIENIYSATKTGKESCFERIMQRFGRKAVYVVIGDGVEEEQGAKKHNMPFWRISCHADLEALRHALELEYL
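Eya2 protein (added as 0.2 uM solution) was preincubated with compound for 10 min at ambient temperature in 50 mM HEPES pH 7.5, 50 mM NaCl, 5 uM MgCl2, 0.05% BSA, 1 mM DTT. OMFP (added at 50 uM) then reacted 10 min; fluorescence read at 485/525 nm.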
ELG1 DNA repair: blocks ELG1-dependent DNA repair in HEK293T cells | HEK293T ELG1-luciferase reporter, luminescence, 16 h; DNA damage induced by 5-fluorouridine | Potency, µM (titrated, usually from 46.1 µM), without a hit: at the top dose activity change, negative = inhibition, actives largely listed as inhibitors | 330,000 compounds, 2.3% hits | AID 504467; also: potency is read from the fitted curve at half-maximal effect; % is scaled to controls: 0 for no effect and ±100 for the full control effect; nearly all actives have a fitted effect of over 55% in size
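5-Fluorouridine DNA damage + compound/DMSO, 2,000 cells/well, 16 h, 37 °C/5% CO2. ONE-Glo, 30 min RT, luminescence. Readout = decrease in reporter signal.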
Active calls of the source: *; ? = inconclusive; · = no result given; [ ] = another dose, or the depositor's remark. Unless noted, calls follow the shape of the dose curve; as a rule, active = well fitted curve in the direction sought with a large enough effect; inconclusive = small, poorly fitted or top-dose-only effect, or another doubt; inactive = no such curve, though single readings can be large; an effect the other way counts as inactive or inconclusive.

SMILES	TSHR antag	A-T KAP1 phos	S-ASM inh	Integrin act MD	PTAP TSG101 blk	Chronic BCR inh	TCR activator	Mito fusion yeast	Tb PFK block	Eya2 phos inh	ELG1 DNA repair
Cc1ccc(OCC(=O)NNC(=O)C2CCC2)cc1C	2.4	6.6%	-1.9%	?	-4.5%	2.3%	-3.2%	-1.9%	-0.3%	-6.8%	?
COc1cc(C=O)c(Br)cc1OCC(=O)NCCc1ccccc1	-3.3	-3.4%	-0.2%	3.1%	-5.7%	-2.0%	1.7%	0.9%	-0.5%	-5.9%	?
COc1ccc(CNCCNC(=O)c2cccs2)cc1OC	3.3	-8.2%	0.3%	-34.2%	0.4%	1.4%	1.5%	2.7%	-0.8%	0.5%	-3.8%
c1ccc(Nc2nc(-c3ccccc3)ns2)cc1	9.7	2.3%	-23.0%	29.0%	-1.7%	?	-2.4%	-6.0%	0.4%	-22.0%	?
CC1CCN(C(=O)Cn2ncc3c([nH]c4ccccc43)c2=O)CC1	-13.7	-3.7%	-0.1%	0.0%	2.1%	4.3%	-14.5%	30.8%	3.1%	-11.2%	0.5%
CCOC(=O)c1ccccc1NC(=O)CSc1nc2ccccc2o1	-5.8	6.8%	-12.1%	7.7%[7.66 µM]	-3.9%	?	·	3.4%	2.5%	1.7%	?
CC(C)N(C)C1CCN(C(=O)Nc2ccc(Cl)c(Cl)c2)CC1	5.6	6.1%	2.9%	-55.3%[inhibitor]	-0.2%	?	-5.8%	-3.7%	-3.9%	4.3%	11.7%
CCC1=Nc2ccccc2-c2nnc(SC)nc2O1	4.3	-2.0%	-2.5%	1.7%	2.1%	9.5%	-5.5%	-2.2%	4.5%	0.4%	-7.7%
C=CCc1cc(Cl)ccc1OC(=O)Nc1cccc(Cl)c1	-11.7	6.2%	-1.5%	?	1.7%	?	3.0%	-1.4%	-15.2%	3.6%	-7.6%
CSc1n[nH]c(=O)n1-c1cccc(Cl)c1	-5.1	1.5%	7.2%	36.6%	-0.5%	15.3%	-2.3%	-3.5%	0.3%	0.5%	11.8%
Cc1cccc(OCC(=O)Nc2cc(C)on2)c1	-2.5	1.2%	2.0%	15.1%	-4.0%	10.6%	-3.1%[46.1 µM]	-9.9%	-4.9%	8.0%	?
Cn1c(C(=O)Nc2ccccc2)cc2sccc21	-17.5	2.5%	-0.7%	-14.6%	-3.3%	-22.4%	-7.0%	7.1%	4.7%	3.0%	?
Cc1ccsc1-c1nc(CSCC(=O)N2CCN(c3ccccc3)CC2)c(C)o1	-70.7*	-11.8%	-8.0%	-9.8%	0.2%	?	-3.9%	?	1.9%	-13.2%	?
C=C(C)c1cccc(C(C)(C)NC(=O)NCc2cccnc2)c1	-2.4	8.2%[11.5 µM]	-1.5%	-13.8%	1.8%	7.0%	9.9%	0.9%	0.0%	-9.4%	0.0%
O=C(CNC(=O)c1ccccc1F)Nc1ccc2c(c1)OCO2	1.5	8.2%	0.2%	?	-1.0%	-6.2%	1.5%	·	-5.9%	2.5%	?
O=C(CNC(=O)c1cnccc1C(F)(F)F)c1cccc(Cl)c1	-0.6	-0.7%	-2.6%	-6.6%	-1.3%	?	-1.4%	-3.5%	2.7%	-4.1%	17.4%
CC(O)CNCCNCc1cccs1 (configuration not stated)	12.6	-1.7%	2.0%	-2.9%	0.3%	7.5%	3.2%	1.0%	2.6%	5.3%	15.6%
CCOc1cc(C(=O)NC(=S)Nc2cccnc2)cc(OCC)c1OCC	-9.4	-3.4%	-0.1%	20.5%	-0.1%	-4.8%	-5.8%[46.1 µM]	-2.4%	9.9%	-13.1%	?
CCN(CC(=O)Nc1ccc(NC(C)=O)cc1)C(=O)C1CCC1	9.1	1.5%	0.8%	-12.5%	-2.2%	1.5%	3.7%	-1.7%	0.7%	5.2%	?
COc1ccc(-c2csc(=NCCO)n2-c2ccccc2)cc1	-10.0	-9.1%	3.4%	13.0%	-0.4%	?	2.6%	7.8%	-1.4%	?	?
O=c1c2ccccc2nnn1CSc1ccc2ccccc2n1	20.4	10.8%	-10.6%	21.8%	-2.1%	?	0.6%	14.9%	1.4%	0.1%	?
COCCn1c(SCC(=O)NCCc2ccccc2)nc2c([nH]c3ccccc32)c1=O	6.2	0.3%	-1.0%	17.5%	-3.6%	-2.5%	-1.0%	-4.2%	1.8%	-2.5%	?
CNC(=O)Nc1cccc(NC(=O)NC)n1	1.7	4.2%	2.4%	27.1%	1.4%	0.1%	0.2%	5.0%	6.0%	4.6%	?
Clc1cccc(-c2nn3c(Cn4cnc5ccccc54)nnc3s2)c1	3.3	-2.5%	-5.1%	-18.5%	-8.1%	?	-4.4%	-2.4%	-1.4%	-9.4%	?
CCn1nnnc1SCC(=O)c1ccc(NC(C)=O)cc1	-7.3	0.3%	1.2%	2.1%	-6.8%	4.9%	-0.5%	1.8%	-2.2%	15.4%	9.9%
O=C1N(c2cccc(Cl)c2)C(c2ccccc2)N2CCCN12 (configuration not stated)	-2.6	3.6%	-0.4%	17.3%	-1.8%	3.8%	-1.0%[46.1 µM]	-1.6%	-2.1%	-3.1%	5.6%
CCN(CC)S(=O)(=O)c1cccc(C(=O)N/N=C(\C)c2ccc(O)cc2O)c1	-6.4	-2.7%	16.8%	-9.3%	1.3%	1.8%	6.6%	6.6%	-7.1%	0.1%	?
O=C(CSc1nnc(Cc2ccccc2)n1C1CCCCC1)N1CCOCC1	-2.4	-7.7%	3.9%	-16.5%	-2.1%	?	3.2%	2.3%	0.0%	-12.5%	?
C=CCn1c(SCc2nc3ccccc3nc2C)nnc1-c1ccoc1C	5.7	5.2%	-0.4%	6.1%	-3.4%	?	-7.5%	-5.0%	1.6%	1.4%	?
C=CCSc1n[nH]c2nc3c(c(=O)n12)C1(CCCC1)Cc1ccccc1-3	-3.8	5.7%	·	12.0%	0.8%	4.5%	-0.3%	-0.7%	-2.7%	17.6%	-1.9%
O=C(NC(=S)N1CCN(c2ccc([N+](=O)[O-])cc2)CC1)c1ccc(F)cc1	-3.4	-4.4%	-6.7%	3.4%	-4.4%	-16.9%	-3.9%[46.1 µM]	10.0%	-0.9%	-6.7%	4.2%
CCOC(=O)c1ccc(NC(=O)N2CCN(c3ccccc3OC)CC2)cc1	11.7	1.1%	-2.4%	33.9%	0.8%	?	-5.0%	13.4%	-0.1%	1.3%	-8.4%
O=C(O)CCCCCCCCCCCNC(=O)NC12CC3CC(CC(C3)C1)C2	-20.8	-4.9%	?	11.6%	-2.2%	0.7%	0.2%	-6.3%	-0.2%	10.0%	?
COC(=O)COc1ccc2c(c1)O/C(=C\c1ccco1)C2=O	-4.8	-8.6%	55.0%[activator]	10.2%	-1.8%	-1.3%	-6.5%	-15.6%	-14.6%	8.6%	8.4%
Cc1nc(C)c(-c2ccnc(/N=C/NO)n2)s1	1.3	4.2%	-0.1%	-6.5%	-4.4%	-18.3%	4.3%	0.4%	0.5%	-10.5%	13.8%
COc1ccccc1NC(=O)/C=C1\NC(=O)CS1	4.6	3.5%	-3.8%	?	-0.4%	?	14.9%	-1.3%	-1.4%	?	15.4%
COc1cccc(CNCc2ccccc2OC)c1	0.5	-2.8%	3.2%	21.2%	-1.2%	1.8%	12.6%	-0.5%	-1.1%	6.1%	17.6%
O=C(O)CCC(=O)Nc1ccc(Br)cn1	-1.1	4.8%	-1.2%	1.5%	-0.2%	-0.1%	-5.2%	-4.6%	2.7%	8.3%	6.8%
O=C1c2ccccc2C(=O)N1CNc1ccccc1	1.9	0.8%	3.7%	-4.8%	-6.8%	?	2.6%	-6.8%	-2.1%	11.2%	1.3%
O=C(CSCC(=O)N1CCCc2ccccc21)Nc1nc(-c2ccccc2)cs1	-2.0	7.2%	-8.2%	-12.3%	0.4%	-16.8%	-4.3%	17.8µM*	-0.6%	-0.6%	0.1%
